# Source: PubChem BioAssay (National Center for Advancing Translational Sciences (NCATS))
# PI5P4K alpha inh – PI5P4K alpha (human) kinase inhibition; max response, %; PI5P4Kalpha enzyme, ADP-Glo luminescence, 60 min; active compounds read low; actives 1.2% (n = 330,000); P48426; active means max response of -50% or lower; inconclusive means between -30% and -50%; inactive means -30% or higher; further: value at the top dose of about 77 µM; on the % scale 0 is the no-effect control and ±100 the full control effect
#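 Enzyme plus substrate dispensed, test compounds pinned in, then ATP (5 microM final) added. After 60 min at RT, ADP-Glo reagent 1 for 45 min and reagent 2 for 30 min preceded luminescence imaging.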
# Mm-Cpn inhibitor – inhibitors of Methanococcus maripaludis chaperonin (MmCpn). actives 0.031% (n = 330,000). purified Mm-Cpn ATPase, ADP Transcreener TR-FRET. Potency, µM (doses to about 76.9 µM), inactives show top-dose activity, negative = inhibition, hits mostly inhibitors; further: potency means the concentration at half of the fitted maximal effect; on the % scale 0 is the no-effect control and ±100 the full control effect; nearly all actives have a fitted effect of over 80% in size
#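 ATP (10 uM final) was added to archaeal chaperonin (25 nM final) after 10 min exposure to test compound at 37°C; after 30 min further incubation, ADP was detected by competitive TR-FRET.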
# PLK1 PBD inh – inhibitors of human PLK1 polo-box domain binding; P53350; Plk1 PBD binding of FITC phosphopeptide, fluorescence polarization; Potency, µM, without a hit: max response, negative = inhibition, actives largely listed as inhibitors; actives 2.8% (n = 360,000); further: potency means the concentration at half of the fitted maximal effect; series mostly up to about 57 µM; on the % scale 0 is the no-effect control and ±100 the full control effect; nearly all actives have a fitted effect of over 65% in size
# EPAC2 antag – EPAC2 (human) antagonism; Q8WZA2; EPAC2 GEF exchange of Rap1B-BODIPY-GDP, fluorescence; Potency, µM (top dose mostly 114 µM), for the others: top-dose activity, negative = inhibition, most hits filed as inhibitors; actives 0.18% (n = 360,000); AID 720708; further: potency means the concentration at half of the fitted maximal effect; on the % scale 0 is the no-effect control and ±100 the full control effect; nearly all actives have a fitted effect of over 45% in size; many of its hits are not listed in these tables
# Target sequence (Q8WZA2 whole entry, looked up): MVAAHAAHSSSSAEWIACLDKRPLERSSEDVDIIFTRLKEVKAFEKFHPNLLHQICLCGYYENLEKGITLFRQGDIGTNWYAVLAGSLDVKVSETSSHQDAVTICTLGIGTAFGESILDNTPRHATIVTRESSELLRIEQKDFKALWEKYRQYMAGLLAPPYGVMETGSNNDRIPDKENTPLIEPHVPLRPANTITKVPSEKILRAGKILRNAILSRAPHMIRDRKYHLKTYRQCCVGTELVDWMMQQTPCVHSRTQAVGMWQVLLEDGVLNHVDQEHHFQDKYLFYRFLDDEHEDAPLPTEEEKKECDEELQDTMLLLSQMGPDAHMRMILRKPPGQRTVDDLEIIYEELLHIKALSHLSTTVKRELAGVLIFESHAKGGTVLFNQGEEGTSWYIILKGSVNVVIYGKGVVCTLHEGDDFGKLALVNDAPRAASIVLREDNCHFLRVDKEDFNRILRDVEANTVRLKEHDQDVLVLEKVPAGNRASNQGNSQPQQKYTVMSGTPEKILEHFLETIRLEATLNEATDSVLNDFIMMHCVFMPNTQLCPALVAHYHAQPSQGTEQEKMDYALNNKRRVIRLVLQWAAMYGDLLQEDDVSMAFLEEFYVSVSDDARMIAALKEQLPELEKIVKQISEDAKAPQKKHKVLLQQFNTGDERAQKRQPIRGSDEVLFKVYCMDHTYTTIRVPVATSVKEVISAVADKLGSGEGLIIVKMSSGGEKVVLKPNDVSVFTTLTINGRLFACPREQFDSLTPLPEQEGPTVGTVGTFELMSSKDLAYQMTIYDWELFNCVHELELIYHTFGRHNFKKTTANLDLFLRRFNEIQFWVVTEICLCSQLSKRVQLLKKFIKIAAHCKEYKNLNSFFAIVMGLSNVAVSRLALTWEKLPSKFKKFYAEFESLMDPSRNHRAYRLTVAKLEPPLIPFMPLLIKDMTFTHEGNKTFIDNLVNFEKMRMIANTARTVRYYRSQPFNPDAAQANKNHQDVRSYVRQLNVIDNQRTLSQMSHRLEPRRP
# WRN helicase inh – inhibitors of human WRN helicase; WRN helicase unwinding, fluorescent forked duplex, kinetic; Potency, µM (doses to about 114 µM), without a hit: top-dose activity change, negative = inhibition, hits mostly inhibitors; actives 0.46% (n = 360,000); further: potency means the concentration at half of the fitted maximal effect; on the % scale 0 is the no-effect control and ±100 the full control effect; nearly all actives have a fitted effect of over 55% in size
#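 WRN at 20 nM final preincubated with compound 15 min at room temperature; reaction started with 100 nM fluorophore/quencher forked duplex oligonucleotide and 2 mM ATP final. Unwinding followed kinetically by red fluorescence (ex 525, em 598 nm).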
# EPAC1 ag – EPAC1 (human) agonism; O95398; EPAC1 agonist qHTS, biochemical assay; response scale: 100% = response to 6.5 mM cAMP; Potency, µM (series often up to 154 µM), without a hit: at the highest dose activation, actives largely listed as activators; actives 0.073% (n = 360,000); AID 720707; further: potency means the concentration at half of the fitted maximal effect; nearly all actives have a fitted effect of over 60% in size
#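 Nucleotide exchange by EPAC1 (100 nM) on Rap1B–BODIPY-GDP (250 nM) in the presence of 50 uM GDP is tracked fluorescently at 480/540 nm over 30 min. Signals are normalized to a 6.5 mM cAMP control.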
# EPAC1 antag – antagonists of human EPAC1 | AID 720709 | EPAC1 GEF assay, Rap1b-BODIPY-GDP exchange fluorescence | O95398 | actives 0.14% (n = 360,000) | Potency, µM (top dose mostly 115 µM), for the others: at the highest dose activity change, negative = inhibition, usual class: inhibitors;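 further: potency means the concentration at half of the fitted maximal effect; plate controls were vehicle for no effect and positive control for full effect; nearly all actives have a fitted effect of over 50% in size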
# CCT chaperon mod – cytosolic chaperonin activity modulation | purified chaperonin ATPase assay, HTRF ADP detection, 30 min | activity change, % (no concentration beside the values), hits read low | actives 0.3% (n = 360,000); in the data active means activity change below about -30%; further: on the % scale 0 is the no-effect control and ±100 the full control effect
#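 First, chaperonin was dispensed at 40 nM or 20 nM final depending on batch activity. Next, compounds were pinned at 76 uM and ATP added at 10 uM. After 30 min at 37 °C, ADP detection reagents ran 30 min at ambient temperature.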
# An asterisk follows results filed as active; ? = inconclusive; nt = no result given; [ ] = another dose, or the depositor's remark. Unless noted, the call rests on the fitted dose curve; in most records, active means well fitted curve in the direction sought with a large enough effect; inconclusive means small, poorly fitted or top-dose-only effect, or another doubt; inactive means no such curve, though single readings can be large; an effect the other way counts as inactive or inconclusive. These rows are one share of the data; the hit share may differ from the screen's.
SMILES,PI5P4K alpha inh,Mm-Cpn inhibitor,PLK1 PBD inh,EPAC2 antag,WRN helicase inh,EPAC1 ag,EPAC1 antag,CCT chaperon mod
NS(=O)(=O)c1ccc(CCNC(=O)CN2CCN(c3ccccc3O)CC2)cc1,3.8,0.1%,-5.7%,-1.3%[57.1 µM],3.4%,-0.2%,-0.5%,-0.6
Cc1cc([N+](=O)[O-])nn1CC(=O)NCc1ccccc1,1.2,-3.7%,0.4%,3.7%,3.0%,7.7%,-16.8%,-1.5
CC1CCCN(C(=O)CSc2n[nH]c(-c3cccs3)n2)C1 (centres undefined),0.1,-0.7%,-9.9%,0.3%,-6.3%,9.4%,-22.6%,1.3
Cc1ccc(OCC(=O)Nc2ccc3oc(=O)ccc3c2)cc1,2.3,0.1%,-6.2%,-30.3%,7.9%[57.1 µM],-3.5%,-11.9%,1.6
COc1coc(/C=C/C(=O)O)cc1=O,1.4,-0.1%,-0.6%,-11.1%,-14.2%,-2.6%,-14.4%,1.5
CN1C(=O)N(C)C2(C)CC1(C)N(C)C(=O)N2C,-0.1,-0.9%,-11.2%,4.3%,6.1%,9.2%,-22.3%,1.3
COC(=O)c1ccc(Nc2c([N+](=O)[O-])ccc3nonc23)cc1,2.0,4.3%,4.6%,10.2%,-0.3%,-8.8%,-9.2%,0.5
O=C(CN1CCN(S(=O)(=O)N2CCOCC2)CC1)Nc1cc(Cl)ccc1Cl,-10.0,-0.1%,-4.3%,-1.2%,-4.7%,2.4%,1.0%,-1.9
Cc1[nH]c(=O)[nH]c(=S)c1C(=O)Nc1ccc(Cl)c(Cl)c1,?,nt,-2.2%,-3.5%,3.8%,11.3%,-0.6%,-0.4
Cc1ccc(S(=O)(=O)Nc2c(C)[nH]c(=O)[nH]c2=O)cc1C,-0.8,-0.6%,-0.9%,-0.1%,-2.4%,-7.8%,14.5%,1.9
CCCCN1C(=O)C(=O)N(CC(=O)c2cc(C)n(C3CC3)c2C)C1=O,-5.2,0.8%,2.2%,-5.3%,-22.7%,-6.5%,-19.7%,-1.6
CN1CCCN(c2ccc([N+](=O)[O-])cc2)CC1,0.7,-0.4%,0.6%,10.2%,-4.7%,-1.4%,-16.4%,-0.5
CCN(CC)C(=O)C1CCCN(C(=O)Nc2ccc(NC(=O)N3CCCC(C(=O)N(CC)CC)C3)cc2)C1 (centres undefined),nt,-1.3%,-2.9%,4.8%,3.3%,-1.8%,7.2%,-4.5
CC1=C(C(=O)N2CCOCC2)CC(CC(=O)NCc2cccs2)C(=O)N1Cc1ccccc1 (centres undefined),0.0,nt,-6.9%,9.2%,-6.1%,7.8%,3.1%,1.4
Cc1ccc(CN2CCNC(=O)C2CC(=O)NCC(F)(F)F)o1 (centres undefined),-2.0,0.7%,-0.4%,12.5%,-7.5%,-2.0%,8.3%,-0.2
CCOc1ccc(S(=O)(=O)N2CCOCC2)cc1NC(=O)C1=COCCO1,1.0,0.9%,-2.1%,-2.7%,-8.4%,5.4%,5.2%,-0.6
COc1cc(/C=N/NC(=O)c2ccc3c(c2)OCCO3)c(Br)c(Br)c1O,-28.8,-2.6%,?,5.8%,?,0.5%,?,-0.8
CN(C)Cc1c(O)ccc2c3c(c(=O)oc12)CCCCC3,0.6,-10.6%,-2.0%,4.1%,-0.7%,-7.2%,7.8%,-1.7
CCN(CC)CCN(C(=O)c1ccc(C(=O)c2ccccc2)cc1)c1nc2ccc(OC)cc2s1,-6.0,-0.8%,-1.2%,-8.9%,-4.7%,4.0%,-0.6%,-1.3
CCCCCCCNC(=O)C1(CC2CC(c3ccc(Cl)cc3)=NO2)CCN(C(=O)C2(C)CC2)CC1 (centres undefined),0.4,0.3%,8.5%,-11.4%,1.5%,-9.9%,-21.2%,-1.1
COc1ccc2oc(C(=O)Nc3nccs3)c(C)c2c1,-16.7,-1.3%,6.3%,-3.5%,-0.2%,2.2%,-2.7%,-0.5
C=CC(=O)N1C/C=C\C(c2ccc(OC)cc2)N(Cc2ccc(F)cc2)C(=O)C1 (centres undefined),-6.5,1.5%,-10.4%,-12.4%,0.5%,-1.2%,8.3%,-1.6
O=C1CN(C(=O)COC(=O)Cc2ccccc2F)c2ccccc2N1,-15.9,-1.6%,-16.8%,-5.2%,-12.5%,-3.6%,-7.5%,-3.3
Cc1nnc(C)n1/N=C/c1ccccn1,0.2,1.5%,2.8%,12.4%,2.5%,-4.4%,0.2%,-1.2
CSc1ncc(CN2CCc3c([nH]c4ccccc34)C2c2cccc(C)n2)cn1 (centres undefined),1.5,0.5%,0.7%,18.0%,-3.7%,-8.9%,5.2%,0.5
Cc1nc(C(F)(F)F)ccc1C(=O)Nc1ccc(C(F)(F)F)cn1,-0.1,-0.2%,-13.9%,10.4%,-0.9%,-13.2%,-5.6%,-1.2
Cc1ccccc1C(=O)NCCNC(=O)c1ccco1,-9.3,-4.2%,3.1%,5.2%,-2.0%,8.9%,-7.4%,1.1
N#Cc1c2ccc(OCC(=O)NCc3ccco3)cc2n2ccccc12,-4.7,-4.1%,-2.9%,0.3%,-4.7%[57.1 µM],-3.4%,-1.2%,2.9
O=C(O)c1ccc(-c2ccccc2)[nH]1,4.5,-5.5%,-2.6%,-0.1%,3.1%,0.0%,-13.6%,0.7
CN=C1SC(CC(=O)Nc2ccc(F)cc2F)C(=O)N1/N=C(\C)c1cccc(OCC(=O)O)c1 (centres undefined),0.4,-1.6%,-5.2%,1.3%,-7.0%,5.0%,-1.2%,0.8
CCOc1cccc2sc(N(CCN(CC)CC)C(=O)c3cccc(N4C(=O)CCC4=O)c3)nc12,-3.8,0.8%,-0.1%,3.3%,1.5%,1.4%,4.1%,0.7
Cc1cc(OCC(=O)Nc2c(C)n(C)n(-c3ccccc3)c2=O)ccc1[N+](=O)[O-],-6.8,1.6%,-3.2%,0.1%,3.5%,-1.8%,-3.9%,-0.5
Cc1ccc(NC(=O)NC(=O)CN2C(=O)NC3(CCCCCCC3)C2=O)c(C)c1,nt,1.0%,2.3%,-3.3%,-5.6%,6.2%,-11.6%,1.1
CCOc1ccc(CN2CCCN(C)CC2)cc1,nt,-1.4%,?,-2.0%,-0.7%,7.5%,13.1%,-9.3
O=c1ncn(C2CCCCC2)c(=O)[nH]1,1.4,nt,-10.6%,3.2%,13.9%,7.0%,-4.9%,-3.5
O=C(CN1CCN(S(=O)(=O)c2ccccc2F)CC1)NC1CCCC1,-0.2,1.6%,-9.8%,3.2%,2.6%,3.4%,1.6%,-1.0
CN(C)CCN1C(=O)C(=O)/C(=C(/O)c2ccccc2)C1c1ccccc1F (centres undefined),-7.0,0.1%,-12.0%,-15.9%[57.1 µM],-4.6%,-5.3%,-6.4%,-3.8
Cc1nnc(SCC(=O)NC(=O)NC(C)(C)C)n1N,-11.1,-1.2%,26.7µM*,3.8%,6.3%,5.9%,8.1%,-1.0
CC(C)Oc1ccccc1C1(c2ccccc2)NC(=O)NC1=O (centres undefined),-2.3,1.3%,3.9%,7.4%,5.6%,6.3%,6.0%,-1.9
CC1CCN(c2ccc([N+](=O)[O-])cn2)CC1,-8.5,1.2%,2.4%,5.0%,-3.1%,-5.2%,8.4%,1.1
O=C(COC(=O)c1cc(=O)[nH]c2ccccc12)NCc1ccc(Cl)cc1,-1.5,?,0.5%,4.2%,-3.2%,-2.1%,-3.6%,0.5
Cc1ccccc1C(=O)Oc1cccc2c(O)cccc12,15.9,-2.1%,-1.9%,-5.6%,-6.5%,22.8%,6.8%,2.8
O=C(COC(=O)c1cnccn1)Nc1ccc(Cl)cn1,-29.3,-0.6%,-3.7%,6.0%,0.8%,5.5%,-17.9%,0.7
CC1CCc2sc(C(=O)NC3CCCCC3)cc2C1 (centres undefined),3.7,-1.2%,-3.8%,1.0%,-3.8%,7.9%,11.4%,-2.8
CCCCCCC(=O)NC(Nc1ccc(S(N)(=O)=O)cc1)C(Cl)(Cl)Cl (centres undefined),-11.5,-0.9%,-3.4%,-3.1%,-1.1%,7.0%,-7.9%,-1.3
N#C/C(=C\Nc1ccc2c(c1)OCCO2)c1nc2ccccc2[nH]1,3.8,0.9%,7.0%,3.4%,-19.1%,3.8%,3.5%,0.9
CC1CCN(C(=O)c2ccc(COc3ccccc3Cl)o2)CC1,-54.8*,-0.7%,-13.8%,-16.5%,-8.8%,13.0%,-7.7%,-1.2
CC(C)(C)OC(=O)N/N=C\c1ccc(OC(=O)c2ccco2)cc1,-29.6,0.7%,23.8µM*,-6.3%,-22.1%,-13.5%,-17.2%,-1.8
CCOC(=O)c1cc(C#N)c(SC(C)C(=O)NC2CCCCC2)nc1C (centres undefined),1.3,0.3%,-3.9%,5.1%,5.3%,2.9%,5.1%,2.2
CCOc1ccc(NC(=O)c2ccccc2NS(=O)(=O)c2ccc(F)cc2)c([N+](=O)[O-])c1,-5.4,2.9%,-5.1%,?,-16.4%,9.0%,7.1%,1.3
O=C(NCCc1ccc(Cl)cc1)c1ccc2nc[nH]c2c1,-17.3,1.3%,-9.6%,4.1%,3.4%,-1.0%,2.2%,0.7
COc1ccc(-c2csc(COC(=O)C(C)(C)C)n2)cc1,16.7,0.8%,-4.8%,-11.0%,-30.3%,13.5%,-1.7%,-4.5
CCCC1(c2ccsc2)NC(=O)NC1=O (centres undefined),-3.8,nt,-8.8%,0.9%,0.9%,-6.5%,-26.6%,0.8
COc1cccc(OC)c1C(=O)Nc1ccc(N2CCN(S(C)(=O)=O)CC2)cc1,-5.5,-4.3%,-0.2%,16.8%,11.4%,-1.8%,16.9%,7.9
COCC(C)NCc1ccc(C)cc1C (centres undefined),nt,-0.9%,-15.5%,-2.3%,1.0%,-1.2%,3.6%,-0.5
Cc1ccccc1N(CC(=O)NC1CCCC1)C(=O)C1(C)CC(=O)N=C2C=CC=CN21 (centres undefined),1.3,-1.2%,-29.9%,17.3%,-15.9%,-6.4%,9.2%,-0.3

# Full records from above.
# CCOc1ccc(NC(=O)c2ccccc2NS(=O)(=O)c2ccc(F)cc2)c([N+](=O)[O-])c1 as listed: PI5P4K alpha inh: -5.4; Mm-Cpn inhibitor: 2.9%; PLK1 PBD inh: -5.1%; EPAC2 antag: ?; WRN helicase inh: -16.4%; EPAC1 ag: 9.0%; EPAC1 antag: 7.1%; CCT chaperon mod: 1.3
# CCCCCCC(=O)NC(Nc1ccc(S(N)(=O)=O)cc1)C(Cl)(Cl)Cl (centres undefined) as listed: PI5P4K alpha inh: -11.5; Mm-Cpn inhibitor: -0.9%; PLK1 PBD inh: -3.4%; EPAC2 antag: -3.1%; WRN helicase inh: -1.1%; EPAC1 ag: 7.0%; EPAC1 antag: -7.9%; CCT chaperon mod: -1.3
